Screening data as filed in PubChem BioAssay.
CYP2C19 act: activators of human cytochrome P450 2C19; P33261; recombinant CYP2C19, luciferin-H EGE luminescence; hits give high values; 0 = fully inhibited enzyme, 1 = untreated enzyme; activation factor at 5 µM; 96,000 tested, under 10 active;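 active = activation factor of at least 2 at 5 µM in the primary screen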;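 note: 0 = wells with 2.5 mM tranylcypromine and 1 = vehicle-only wells; values of inactives mirror those of a sister screen read the other way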
S1P2 agonist: S1P2 (human) receptor agonism; O95136; S1P2-expressing cell line, agonist reporter read-out; activation, % at 4.5 µM; hit rate 0.46% among 97,000; AID 729; in the data active = activation above about 16%;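 note: 0% = vehicle low control and 100% = maximal reference agonist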
Target sequence (O95136 whole entry, looked up): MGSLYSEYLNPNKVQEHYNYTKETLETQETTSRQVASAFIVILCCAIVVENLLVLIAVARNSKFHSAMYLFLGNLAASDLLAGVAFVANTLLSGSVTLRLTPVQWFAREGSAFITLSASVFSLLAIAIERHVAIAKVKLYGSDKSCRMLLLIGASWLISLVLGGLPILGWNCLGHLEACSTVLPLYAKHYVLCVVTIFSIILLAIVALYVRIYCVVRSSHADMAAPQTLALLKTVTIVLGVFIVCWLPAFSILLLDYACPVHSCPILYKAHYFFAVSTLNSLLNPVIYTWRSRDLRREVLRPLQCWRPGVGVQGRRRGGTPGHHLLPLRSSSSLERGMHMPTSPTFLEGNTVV
sEH inhibitor: blocks human soluble epoxide hydrolase activity. P34913. recombinant human sEH enzymatic activity assay. inhibition, % at 2 µM. hit rate 0.34% among 91,000; in the data active = inhibition above about 80%; note: values of inactives mirror those of a sister screen read the other way; many of its hits are not listed in these tables
PostGolgi yeast: growth inhibition of a yeast mutant, post-Golgi transport screen; AID 739; hit rate 0.9% among 98,000; inhibition, % at 10 µM; post-Golgi transport phenotypic cell assay;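 note: yeast cells grown in 1536-well plates; yeast grown about 18 h at 30C before absorbance read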
CYP2C19 inhib: human CYP2C19 inhibition; inhibition, % at 5 µM; AID 778; CYP2C19 Supersomes, luciferin-H EGE luminescence, 30 min; P33261; hit rate 21% among 96,000;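 active = CYP2C19 inhibition above a set limit at 5 µM in the primary screen, cut at about 50% in these data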;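 note: plate controls were negative control wells for no effect and 2.5 mM tranylcypromine positive control for full effect; values of inactives mirror those of a sister screen read the other way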
S1P2 antag: antagonists of human S1P2 receptor. hit rate 0.21% among 97,000. inhibition, % at 5 µM. cell-based S1P2 antagonist assay, inhibition at 5 uM; in the data active = inhibition above about 45%;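 note: CRE beta-lactamase reporter cells expressing human S1P2 stimulated with S1P; 0% = agonist at EC80 alone and 100% = agonist plus reference antagonist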
PostGolgi ctrl: yeast control strain growth, post-Golgi counter-screen | hit rate 5% among 98,000 | inhibition, % at 10 µM | efflux-deficient yeast background strain, growth absorbance A615, 16 h
DAT uptake mod: human DAT dopamine uptake with cocaine, either direction | B-score at 10 µM | Q01959 | hit rate 1.3% among 110,000 | LLC-PK1 hDAT cells, [14C]-dopamine uptake with cocaine IC80; actives deviate in either direction | AID 449768;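 active = Z score or B-score, a plate-position-corrected score, falls beyond the plate's 99.7% confidence bounds, in either direction; inactive = both scores lie inside the 99.7% bounds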;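 note: scored against the spread of the other compound wells on the same plate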
Target sequence (Q01959 whole entry, looked up): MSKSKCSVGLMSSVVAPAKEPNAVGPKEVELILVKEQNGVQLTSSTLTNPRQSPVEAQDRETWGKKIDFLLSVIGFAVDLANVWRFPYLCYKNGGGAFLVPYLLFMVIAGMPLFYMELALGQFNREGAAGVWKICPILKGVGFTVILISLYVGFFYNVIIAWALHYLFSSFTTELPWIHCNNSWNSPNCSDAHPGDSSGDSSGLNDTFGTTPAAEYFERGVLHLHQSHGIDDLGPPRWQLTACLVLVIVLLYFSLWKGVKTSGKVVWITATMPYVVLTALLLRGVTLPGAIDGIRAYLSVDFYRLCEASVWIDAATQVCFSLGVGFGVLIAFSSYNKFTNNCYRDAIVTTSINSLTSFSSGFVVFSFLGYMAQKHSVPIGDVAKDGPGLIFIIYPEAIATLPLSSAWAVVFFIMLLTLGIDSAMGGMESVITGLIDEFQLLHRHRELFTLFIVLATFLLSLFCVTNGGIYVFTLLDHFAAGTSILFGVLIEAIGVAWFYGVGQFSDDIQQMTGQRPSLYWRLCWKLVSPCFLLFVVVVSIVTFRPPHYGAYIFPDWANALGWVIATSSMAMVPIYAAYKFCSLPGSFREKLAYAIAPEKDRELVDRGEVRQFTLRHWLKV
sEH activator: increases human soluble epoxide hydrolase activity; P34913; purified human sEH enzymatic activity, activator screen; activation, % at 2 µM; hit rate 0.04% among 91,000; AID 717; in the data active = activation above about 37%; note: values of inactives mirror those of a sister screen read the other way
Active calls of the source: *; x = not tested or not shown; & = joins results of further samples. Cut-off read from the data, not from the text of the source, unless noted: active = inhibition above about 30%; inactive = the rest.

SMILES	CYP2C19 act	S1P2 agonist	sEH inhibitor	PostGolgi yeast	CYP2C19 inhib	S1P2 antag	PostGolgi ctrl	DAT uptake mod	sEH activator
Cc1ccc(F)cc1NC(=O)c1c(-c2ccccc2)noc1C	0.5	-3	-29	-7	53*	-28	15	-0.011	28
COC(=O)[C@H](CCSC)NC(=O)Nc1ccc(C)c(C)c1	0.4	-3	12	0	62*	22	1	1.1	-14
Cc1cc(-n2nnc3ccccc32)nc2ccccc12	0.7	-4	-2	6	34	-12	12	-0.43	0
O=C(CCn1c(=O)sc2ccccc21)NCCN1CCOCC1	x	-1	7	x	x	-17	x	-0.44	-8
COC(=O)c1ccc(NC(=S)N2CCN(Cc3ccccc3)CC2)cc1	0.9	-3	4	1	13	-14	3	1.1	-1
COc1ccccc1OCc1nc2ccccc2[nH]1	0.3	-3	24	-3	74*	6	-6	0.25	-25
CCn1c(SCC(=O)N2c3ccccc3Sc3ccccc32)nnc1-c1ccco1	0.1	-8	8	-5	89*	-42	11	0.35	-6
CN(Cc1ccccc1)C(=O)CNC(=O)Cn1cnc2ccccc2c1=O	1	2	5	1	-3	-2	2	-0.1	-8
Cc1ccc(NC(=O)CSc2nnc(Cc3cccn3C)n2-c2ccc(F)cc2)c(C)c1	0.8	-5	61	3	22	7	11	-0.97	-60
CCCOC(=O)C1=C(C)NC2=C(C(=O)C(C(=O)OC)C(C)C2)C1c1ccc(N(C)C)cc1 (centres undefined)	1	-6	-17	-1	4	-2	-2	0.034	15
O=c1cc(N2CCN(Cc3ccccc3)CC2)[nH]c(=O)n1Cc1ccc(F)cc1	1	-7	11	-3	-3	-14	-3	0.3	-11
O=C(CCNC(=O)c1ccc(Br)o1)NCc1ccc(Cl)cc1	0.9	-3	-12	-1	6	-3	3	-0.086	10
O=C(N1CCC(O)(c2cccnc2)CC1)C12CC3CC(CC(C3)C1)C2	0.8	-11	4	-3	15	6	8	-1	-5
N#Cc1c(-c2ccncc2)c2c([nH]c1=S)CCCC2	0.7	-5	3	2	31	-4	0	-0.62	-2
NC(=O)c1ccc([N+](=O)[O-])cc1SCc1ccccc1	0.7	-4	-8	8	29	-4	14	-0.68	12
COc1ccc(OC)c2c(N3CC(C)OC(C)C3)cc(C(F)(F)F)nc12 (centres undefined)	x	-2	-3	-13	x	12	12	0.059	4
CC(C)OC(=O)c1cccc(C(=O)O)n1	x	-9	1	0	x	7	10	-0.046	-2
CN(N)C(=S)NCc1ccccc1	0.9	-8	1	10	9	5	3	-0.47	3
CCC1Oc2ccc(C)cc2N(CC(=O)N(Cc2ccc3c(c2)OCO3)CC2CCCO2)C1=O (centres undefined)	0.6	-3	-2	-4	38	-9	11	0.82	-1
NC(=S)n1[nH]c(-c2ccc([N+](=O)[O-])cc2)c(N=Nc2ccc(O)cc2)c1=O	1	-2	7	9	-3	-22	-4	x	-6
O=C1CN(C(=O)c2ccco2)c2ccccc2N1	1	-1	-20	14	3	12	-2	-0.13	22
Cc1ccc(S(=O)(=O)C2(C(=O)Nc3nccs3)CC2)cc1	0.7	x	x	-5	34	x	-2	-0.97	x
COc1cccc2cc(-c3nnc(SCC(=O)Nc4cc(C(F)(F)F)ccc4Cl)n3N)oc12	0.9	-7	6	-4	13	-6	-1	0.4	-2
CCOC(=O)c1ccc2[nH]c(C)c(C)c2c1	x	-1	5	x	x	-13	x	0.5	0
CC(C)Nc1ncnc2c1nnn2Cc1ccccc1	0.4	-6	-12	0	60*	-20	3	0.77	16
Cc1cccc(-c2nc(CS(=O)CC(=O)N3CCCCC3)c(C)o2)c1 (centres undefined)	0.8	-3	x	9	23	22	2	-0.63	x
CC(=O)Nc1ccc(S(=O)(=O)N2CCN(S(=O)(=O)N3CCCCCC3)CC2)cc1	0.9	-11	0	1	6	-21	6	0.016	6
O=C(OCCN1C(=O)c2ccccc2C1=O)c1cc(=O)[nH]c2ccccc12	0.7	-2	-7	3	25	14	9	-0.51	5
Cc1ccc(-c2n[nH]c(=S)n2/N=C/C=C/c2ccccc2[N+](=O)[O-])cc1	0.7	-2	12	0	27	-18	4	0.26	-11
Cc1nn(CCc2nn[nH]n2)c2nc(C(F)(F)F)cc(C(F)(F)F)c12	1	-2	-27	7	-4	12	-8	-0.083	28
O=C(CSc1nnc(-c2cccs2)o1)NCC1CN(Cc2ccccc2)CCO1 (centres undefined)	0.5	-5	10	-4	48	-11	-4	0.16	-8
c1ccn2cc(CSC3=NCCS3)nc2c1	0.8	x	x	0	18	x	9	-1.1	x
COc1ccc(NC(=O)c2coc3ccccc23)cc1OC	0.7	-5	-6	-8	33	-17	-6	0.81	5
COc1cc(-c2cn[nH]c2N)cc(OC)c1OC	0.9	-3	1	6	5	-28	-6	0.57	1
Cc1ccc(Nc2nc(-c3sc(NC(=O)c4cccc(Cl)c4)nc3C)cs2)cc1	0.6	-4	56	-5	40	-3	2	-0.2	-53
Cc1cc(C)n(-c2nc(NCC(C)O)c3c4c(sc3n2)COC(C)(C)C4)n1 (centres undefined)	1	-6	16	6	3	1	1	1.7	-15
Cn1sc(NC(=O)c2ccc(Cl)cc2)nc1=O	1.1	-5	2	-3	-14	4	7	0.032	-1
Cc1ccc(N2CC(C(=O)Nc3ccc4c(c3)OCO4)CC2=O)cc1 (centres undefined)	1.1	0	x	3	-14	33	4	-1.4	x
CCOC(=O)CSc1nnc(Cn2c(=O)sc3ccccc32)n1C	1	-5	-2	-1	-4	-3	4	0.72	1
COc1cc(CO)cc(Br)c1OCC(=O)O	1.1	-3	9	-9	-10	7	9	-1.5	-7
CCc1ccc(S(=O)(=O)NCc2csc(C)n2)s1	x	-1	28	x	x	-25	x	-1.4	-26
Cc1ccc(S(=O)(=O)NCc2nc3ccccc3c(=O)n2N)cc1	1	-7	4	-2	-4	3	4	-1.8	-1
COC(=O)c1cc(CC(=O)c2ccc(O)cc2O)c(C)o1	0.1	-6	13	-3	94*	-3	7	0.1	-11
Cc1cc(F)c(F)c(C(=O)NC2CC2)c1Cl	1.1	0	3	-3	-15	-9	1	-0.79	0
COc1ccc(CCNC(=O)c2cc(CC(C)C)on2)cc1OC	0.8	-1	2	-2	19	-10	15	-0.0036	0
Cc1ccc(-c2nc(S(=O)(=O)c3ccc(F)cc3)c(SCC(=O)NCC3CCCO3)o2)cc1 (centres undefined)	x	-2	-10	3	x	-3	4	-0.8	9
CCOC(=O)c1cn(-c2nc(-c3ccc(Cl)cc3)cs2)c2c(F)c(N3CC(C)OC(C)C3)c(F)cc2c1=O (centres undefined)	1.1	-3	-1	6	-6	2	5	0.0051	1
CC1CCC/C(=N/Nc2ccc([N+](=O)[O-])cc2[N+](=O)[O-])C1 (centres undefined)	0.8	-2	13	17	20	-10	26	-1.4	-12
N#Cc1sc2nc(N3CCCCC3)c3c(c2c1N)CCCC3	x	-4	7	x	x	-24	x	-0.054	-5
CCSc1nnc(NC(=O)C2CCCCC2)s1	0.6	-4	-9	-1	37	-26	15	0.036	13
CCCCC1OC23CCCCC2C(C#N)(C(=N)O3)C1(C#N)C#N (centres undefined)	0.5	-4	-6	-1	46	5	10	0.024	6
CCS(=O)(=O)N1CCN(Cc2ccncc2)CC1	0.8	-1	-3	10	24	-5	-2	1.4	3
COc1ccc(-c2noc(CCC(N)=O)n2)cc1OC	1	-7	-3	0	3	0	13	-0.89	1
CNC(=O)CN(C)S(=O)(=O)c1ccc(F)cc1	0.9	-1	12	-6	7	-8	-7	1.1	-10
C=C(C)COc1ccc(-c2nc(N)ncc2Oc2ccc(OC)cc2)c(O)c1	0.8	-2	-4	-8	19	-13	11	x	3
FC(F)(F)c1nnc(-c2ccccc2)nc1N1CCOCC1	0.8	-1	-11	8	24	-20	1	-2.3	9
Cc1ccc(C)c(-n2nnnc2Sc2nnnn2-c2ccccc2)c1	x	-11	4	11	x	7	21	0.74	-2
Clc1cccc(-c2ccc(/C=N/n3cnnc3)o2)c1	0.5	x	x	-1	51*	x	-2	-0.021	x
O=C1O/C(=C\C(=O)N2CCOCC2)c2ccccc21	0.9	-9	7	0	7	-5	0	-0.36	-7
COc1cc(/C=N/n2cnnc2)ccc1OC(=O)c1cccnc1	0.9	0	-3	2	7	-17	-2	-0.22	1

Whole records from above:
CCOC(=O)c1cn(-c2nc(-c3ccc(Cl)cc3)cs2)c2c(F)c(N3CC(C)OC(C)C3)c(F)cc2c1=O (centres undefined) in the list: CYP2C19 act: 1.1; S1P2 agonist: -3; sEH inhibitor: -1; PostGolgi yeast: 6; CYP2C19 inhib: -6; S1P2 antag: 2; PostGolgi ctrl: 5; DAT uptake mod: 0.0051; sEH activator: 1
O=C1O/C(=C\C(=O)N2CCOCC2)c2ccccc21 in the list: CYP2C19 act: 0.9; S1P2 agonist: -9; sEH inhibitor: 7; PostGolgi yeast: 0; CYP2C19 inhib: 7; S1P2 antag: -5; PostGolgi ctrl: 0; DAT uptake mod: -0.36; sEH activator: -7

Remaining list, next part:
SMILES	CYP2C19 act	S1P2 agonist	sEH inhibitor	PostGolgi yeast	CYP2C19 inhib	S1P2 antag	PostGolgi ctrl	DAT uptake mod	sEH activator
CC1CCCN(C(=O)c2ccncc2)C1 (centres undefined)	0.2	-4	-7	8	82*	6	14	-0.034	4
O=C(CC1NCCNC1=O)OCc1ccccc1 (centres undefined)	1.1	-1	1	-6	-9	-17	4	0.15	-3
CC(C)CC(=O)Nc1cc(C(F)(F)F)ccc1N1CCOCC1	0.7	-2	-3	-1	32	-1	5	-0.22	1
NC(=O)c1ccc(-c2ccc(Br)cc2)o1	0.5	-1	-5	-3	51*	8	16	-0.37	4
N/C(=N\OC(=O)c1cc(Cl)ccc1Cl)c1cccnc1	0.3	-1	1	4	72*	-23	20	-0.16	-2
COCCn1c(SCC(=O)Nc2ccc(S(=O)(=O)N(C)C)cc2)nc2ccccc21	1.3	-5	5	-5	-28	5	11	1.1	-5
CCN1CCN(C(=O)C(C)N(c2ccc(C)cc2)S(C)(=O)=O)CC1 (centres undefined)	1	-1	11	-7	2	-19	7	-0.53	-6
N#Cc1c(-c2ccccc2)[nH]c(=S)[nH]c1=O	0.9	-4	-3	14	12	-13	-5	0.67	1
Oc1cc2ccccc2cc1-c1nnc2n1-c1ccccc1SC2	0.5	1	-12	2	47	-11	19	-0.53	11
OCCSc1nc2ccccc2n1CCOc1ccccc1	0.1	-5	-2	-10	91*	-10	6	0.82	2
Cc1ccn2cc(CNS(=O)(=O)c3ccc(Cl)s3)nc2c1	0.7	-4	-7	-6	30	-6	-6	-0.36	6
CCCn1c(NC(=O)c2ccc(Cl)c(S(=O)(=O)N3CCCC3)c2)nc2ccccc21	0.2	-11	-8	0	83*	37	20	1.3	9
O=C(Nc1cc(Sc2nc3ccccc3s2)cc([N+](=O)[O-])c1)c1ccccc1F	0.6	-2	-16	-2	36	12	11	1.8	19
CCc1ccc(NC(=O)CSc2nnc(-c3ccccn3)n2C)cc1	0.3	0	-14	-8	67*	10	4	-0.36	11
CCCNC(=O)Cn1c2ccccc2c2nc(=O)cc(C)n21	0.8	-1	x	8	22	-6	-4	x	x
COc1ccccc1N(CC(=O)Nc1ccccc1C)S(C)(=O)=O	x	-1	-1	x	x	-1	x	-0.24	2
O=C(Nc1ccc(N2CCOCC2)cc1)Nc1ccc2nc(-c3ccco3)c(-c3ccco3)nc2c1	x	0	44	-7	x	-8	-2	2.2&-0.55	-41
COc1ccccc1-c1nnc2n1N=C(C)CS2	0.9	-5	-18	15	15	1	3	0.27	17
COc1ccc(OC)c(-c2cc(C(=O)Nc3c(C)nn(Cc4ccccc4)c3C)no2)c1	0.9	-4	-3	9	8	4	38*	-1.4	4
CCC(=O)Nc1cccc(NC(=O)c2cccc([N+](=O)[O-])c2)c1	1	0	13	-3	0	6	12	-0.097	-12
O=C(Cn1cnc2c(nnn2Cc2ccc(Cl)cc2)c1=O)NC1CCCC1	1.1	-5	-6	8	-12	21	0	-0.83	2
